HIF-2a block: HIF-2a inhibition | AID 624352 | 786-0 RCC cells HIF-2a reporter, luciferase luminescence, overnight | 0.72% of 360,000 active | inhibition, % at 18.8 µM;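 active = inhibition of the luminescence signal of 40% or more relative to plate controls, in a single-dose primary screen at 18.75 µM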
Shn3 3UTR inh: Schnurri-3 reporter inhibition in Clone20 osteoblasts; Clone20 osteoblast Shn3 3'UTR firefly luciferase, 24 h; inhibition, % at 12.5 µM; 0.52% of 360,000 active; AID 588674;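 active = mean inhibition of at least 75% with every replicate also reaching 75%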;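 also: 0% = median of neutral control wells and 100% = pilot-screen positive control compound; some compounds past the cut are filed as inactive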
KKLEB cytotox: counter-screen for CF NF-kB inhibitors: cytotoxicity; KKLEB CF airway cells viability, ATPlite luminescence, overnight; stronger effect = lower value; cells stimulated with P. aeruginosa culture filtrate; activity change (cytotoxicity), % at 5 µM; 0.36% of 360,000 active; AID 602141;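 active = corrected activity change at or below -50% at 5 µM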
TROY signal inh: blocks TROY-dependent signaling in reporter cells. Q293 LMP1-TROYcd NF-kB luciferase reporter, 4 h. inhibition, % at 10 µM. 0.98% of 360,000 active. AID 1347056;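 active = compounds whose plate-normalised and pattern-corrected inhibition of the luciferase reporter signal at the single screening dose is 50% or more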
TWEAK-Fn14 inh: blocks TWEAK-Fn14 interaction in a reporter cell assay | TWEAK-stimulated Fn14 reporter cells, luciferase luminescence, 8 h | inhibition, % at 10 µM | 2% of 360,000 active | AID 1159606; in the data active = inhibition above about 50%
TRPM1 prom inh: MITF TRPM1 promoter inhibition in SK-MEL-5 cells. AID 488899. inhibition, % at 12.5 µM. SK-MEL-5 TRPM1 promoter luciferase, 24 h. 0.83% of 330,000 active;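 active = mean inhibition across replicates of 60% or more, whatever share of single replicates reaches that level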; also: values of inactives mirror those of a sister screen read the other way
TRAIL sens C8: caspase-8 TRAIL sensitization; NB7+C8 cells + TRAIL, ATPlite viability luminescence; inhibition (viability loss, TRAIL sensitization), % at 10 µM; 1% of 360,000 active;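 active = compounds causing at least 50% loss of cell viability in the single-dose screen, relative to plate controls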
NR2E3 ag-1: agonists of human nuclear receptor NR2E3. AID 2300. Q9Y5X4. inhibition of corepressor binding, % at 4.78 µM. 0.12% of 320,000 active. GST-NR2E3/biotin-RetCOR TR-FRET, 1536-well;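 active = percent inhibition above the cutoff of mean plus 3 SD of all tested compounds, set per screening campaign, cut at about 20% in these data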;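 also: 0% = DMSO wells and 100% = biotin wells as full block of FRET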
Target sequence (Q9Y5X4 whole entry, looked up): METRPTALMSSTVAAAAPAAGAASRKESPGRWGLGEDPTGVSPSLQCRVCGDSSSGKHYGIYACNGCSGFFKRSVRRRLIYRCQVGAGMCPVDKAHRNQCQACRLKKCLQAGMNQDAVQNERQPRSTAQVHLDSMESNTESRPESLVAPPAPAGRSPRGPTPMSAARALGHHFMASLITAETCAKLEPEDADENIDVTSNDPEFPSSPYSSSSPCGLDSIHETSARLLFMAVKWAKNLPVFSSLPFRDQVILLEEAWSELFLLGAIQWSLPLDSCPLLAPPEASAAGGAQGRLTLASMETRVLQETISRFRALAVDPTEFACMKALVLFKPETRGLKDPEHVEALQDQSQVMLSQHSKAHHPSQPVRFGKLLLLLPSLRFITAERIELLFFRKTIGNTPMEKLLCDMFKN
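Test system – NR2E3–RetCOR corepressor complex · Quantity – NR2E3 fusion 1.35 nM · Buffer or medium – Tris pH 7.5 · Incubation – Compound–protein incubation for 5 h at 4 °C · Technique – TR-FRET, Eu(K)-anti-GST donor, streptavidin-D2 acceptor, ex 340, em 617/671 nm · Evaluation – percent inhibition of 671/617 nm emission ratio versus biotin and DMSO controls · Plate – 1536-well format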
CF NFkB block: inhibitors of cystic fibrosis induced NF-kB; KKLEB NF-kB-GFP reporter, PAF-induced, GFP fluorescence overnight; inhibition, % at 5 µM; 0.86% of 360,000 active; AID 588850;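 active = at least 50% inhibition at 5 µM, scaled per plate between neutral and stimulator controls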;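 also: PAF is a Pseudomonas aeruginosa culture filtrate used as stimulus; plate controls were PAF-stimulated DMSO wells for no effect and unstimulated DMSO wells for full effect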
Peg3 promoter: reduces Peg3 promoter-driven luciferase expression in HeLa; HeLa PEG-Prom luciferase reporter, luminescence, overnight; inhibition, % at 20 µM; 1.7% of 360,000 active; AID 588405;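 active = inhibition of at least 50% at 20 µM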
NR2E3 ag-2: agonists of human NR2E3 nuclear receptor | CHO-S Gal4-NCOR/VP16-NR2E3 two-hybrid, luciferase | inhibition of corepressor binding, % at 3.98 µM | 0.35% of 360,000 active | AID 602229;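 active = inhibition above the mean of all tested compounds plus 3 SD, cut at about 70% in these data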;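 also: 0% = DMSO with NR2E3 transfected cells and 100% = cells lacking NR2E3 construct; higher means lower luciferase signal from less NR2E3 corepressor binding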
Numbers without * were called inactive; / = no result given; & = joins results of further samples. An excerpt (hit frequency here may not be typical).

SMILES	HIF-2a block	Shn3 3UTR inh	KKLEB cytotox	TROY signal inh	TWEAK-Fn14 inh	TRPM1 prom inh	TRAIL sens C8	NR2E3 ag-1	CF NFkB block	Peg3 promoter	NR2E3 ag-2
Cc1cc(C(=O)CN2C(=O)C(=O)N(CC(C)C)C2=O)c(C)n1C1CC1	-144	-40	4	-21	11	-26	-12	2	-10	-122	-30
CCN(CC(=O)Nc1ccc(NC(C)=O)cc1)C(=O)/C=C/c1cn(Cc2ccccc2)nc1-c1cccnc1	7	11	-1	6	-22	-12	22	-4	10	3	-2
O=C(NC12CC3CC(CC(C3)C1)C2)c1cccnc1	13	3	0	-24	-11	-13	-9	3	18	7	4
Cc1cc(C)n(C(=O)CNc2ccccc2Cl)n1	-6	-11	-7	-4	-4	0	-4	0	6	-9	-5
Cc1cccc(CC(=O)N2CCC(n3nccc3NC(=O)C3CC3)CC2)c1	4	1	17	0	3	-2	-5	3	-22	7	3
O=C(c1cc(Cl)c(=O)n(Cc2ccc(Cl)cc2)c1)N1CCOCC1	16	10	-2	-3	6	16	-3	-1	2	-3	28
COc1ccc(/C=C/C(=O)NC(=S)Nc2ccc(N3CCN(C(C)=O)CC3)cc2)cc1	22	1	-3	11	-26	10	29	0	9	11	8
Cc1ccc(CN2C(=O)[C@H]3Cc4c([nH]c5ccccc45)C(C)(C)N3C2=O)cc1	16	13	9	41	41	18	12	1	-52	29	-6
Cc1c(Br)c([N+](=O)[O-])nn1CC(=O)NCCc1c[nH]c2ccccc12	10	-64	11	-4	43	1	-19	3	-7	3	17
Cc1nc2cc(C(=O)OCC(=O)N(CC(C)C)C3CCS(=O)(=O)C3)ccc2n1-c1ccccc1 (stereo not drawn)	-25	-12	3	11	3	-3	-2	3	15	-15	-30
CCn1c(SC)nnc1-c1c[nH]c2ccccc12	-23	-6	14	-9	-5	3	11	1	-62	-33	-28
C=C(C)CNc1cc(S(=O)(=O)N2CCOCC2)ccc1Oc1ccccc1	18	26	-20	-14	3	-1	6	7	17	32	-5
Cc1nn(-c2ccccc2)c(C)c1C(=O)OCC(=O)Nc1ccc(C(N)=O)cc1	-4	-8	-7	-13	-16	/	2	/	-20	-7	-36
CCOc1cc(C(=S)N2CCOCC2)ccc1OC(=O)/C=C/c1ccc(OC)c(OC)c1	6	-7	6	7	5	0	-2	-2	-2	8	29
O=C(c1cc([N+](=O)[O-])ccc1N1CCCCC1)N1CCCCC1	16	4	-8	-1	-2	9	-8	2	8	10	-11
COc1ccccc1NC(=O)c1oc2ccccc2c1NC(=O)c1cc(OC)c(OC)c(OC)c1	17	28	-58*	14	-7	16	39	0	56*	30	-19
CCCn1c(N)c(N(CCOC)C(=O)c2ccc([N+](=O)[O-])c(C)c2)c(=O)[nH]c1=O	11	-5	5	-7	13	11	-2	0	-8	-7	-6
Cc1nn(C)c(Cl)c1/C=N/OC(=O)c1ccccc1	3	-4	7	-61	-4	-2	4	-2	0	-5	6
COc1ccc(C2C(C#N)=C(N)OC3=C2C(=O)CC(C)(C)C3)cc1OC (stereo not drawn)	9	-10	-25	-2	8	2	-2	0	-8	-2	2
O=C1CC(c2cccc(Cl)c2)Cc2nc(N3CCN(c4ccccc4)CC3)ncc21 (stereo not drawn)	11	15	-5	1	33	1	-4	2	21	18	-13
Cc1nccc2[nH]c(=O)c(C(=O)NC3CCCCC3C)cc12 (stereo not drawn)	-50	-16	3	-9	-10	-7	-1	-1	1	-39	-2
CCN1CCN(c2ccc(NC(=O)c3ccc(C#N)cc3F)cc2Cl)CC1	-17	1	-5	-18	-19	-5	-8	1	-2	-12	-36
CCCc1ccc(C(O)c2ncc(-c3ccccc3F)[nH]2)cc1 (stereo not drawn)	-223	0	-5	-52	-20	/	8	/	-38	-205	-31
O=C(NCc1ccccn1)c1nc(Cn2cc([N+](=O)[O-])cn2)no1	9	-3	-7	-15	12	-1	-1	4	15	-2	-54
CCN(CC(=O)NCc1ccc(F)cc1)C(=O)c1ccc2c(c1)OCO2	0	7	-16	21	1	-5	-4	1	15	10	15
Cc1cccc(C)c1NC(=O)c1cccc2c1-c1ccccc1C2=O	14	24	1	-23	-50	-4	-9	0	3	27	20
COCCNC(=O)C(c1ccc(Cl)cc1)N(C(=O)CCC(=O)Nc1ccccn1)C1CCCC1 (stereo not drawn)	8	-5	-2	0	0	0	-14	3	12	6	15
CC(C)N1C(=O)c2ccc(C(=O)O)cc2C1=O	9	-22	5	10	-15	8	-14	1	-9	10	6
CC(C)N(Cc1nc(-c2ccc(Cl)cc2)no1)C(=O)CN(C)S(=O)(=O)c1ccc(Cl)cc1	0	5	-35	-10	13	14	-15	2	11	14	-39
CCN(CC)Cc1cc(Nc2ccnc3cc(Cl)ccc23)ccc1O	-20&-29	5&5	28&8	-15&10	-61&-45	9&7	20&22	4&4	-53&-24	21&1	2&-16
Cc1ccnc(N2CCN(C(=O)CSc3nc4ccccc4nc3N3CCC(C)CC3)CC2)c1	1	8	-11	-15	0	-7	3	3	4	17	-7
C[C@@H](C(=O)Nc1ccc2c(c1)OCCO2)n1c(=O)[nH]c2ccccc2c1=O	42*	10	-14	84*	94*	19	11	-5	6	50*	61
O=C(CCNS(=O)(=O)c1ccccc1)NCCSc1ccc(Br)cc1	2	-6	-8	11	-22	-5	-6	2	8	12	19
CCc1nc2ccccc2c(C(=O)Nc2cc(C)ccc2C)c1C	21	-4	1	-5	-5	4	-14	-1	-10	18	-13
Cc1ccc(Nc2nnc(SCC(=O)NC3CCS(=O)(=O)C3)s2)c(C)c1 (stereo not drawn)	7	11	-7	-31	3	5	11	-1	-6	-11	9
CCc1ccccc1Oc1nc2cc(-c3cccc(OC)c3)sc2c(=O)n1C	-29	3	-16	-12	-45	/	6	/	25	-7	-16
COC(=O)c1ccc(NC(c2ccc(Cl)cc2)P(=O)(OC)OC)cc1 (stereo not drawn)	7	-18	-3	-17	-11	-1	-4	-2	-9	2	-15
O=C(/C=C/c1cccs1)Nc1cccnc1	-188	-99	7	-62	-5	-92	26	0	-1	-212	-18
O=c1[nH]c(N/N=C/c2ccccc2)nc2ccccc12	-256	-49	16	-24	-5	-48	37	-2	-23	-237	-106
O=C(Nc1ccccc1)C1=C(N2CCOCC2)/C(=C/c2cccnc2)CC1	-89	13	-4	5	-27	-38	8	2	-13	-59	-24

2 entries from above, in CSV form.
mol,HIF-2a block,Shn3 3UTR inh,KKLEB cytotox,TROY signal inh,TWEAK-Fn14 inh,TRPM1 prom inh,TRAIL sens C8,NR2E3 ag-1,CF NFkB block,Peg3 promoter,NR2E3 ag-2
Cc1ccnc(N2CCN(C(=O)CSc3nc4ccccc4nc3N3CCC(C)CC3)CC2)c1,1,8,-11,-15,0,-7,3,3,4,17,-7
C[C@@H](C(=O)Nc1ccc2c(c1)OCCO2)n1c(=O)[nH]c2ccccc2c1=O,42*,10,-14,84*,94*,19,11,-5,6,50*,61

Next part
SMILES	HIF-2a block	Shn3 3UTR inh	KKLEB cytotox	TROY signal inh	TWEAK-Fn14 inh	TRPM1 prom inh	TRAIL sens C8	NR2E3 ag-1	CF NFkB block	Peg3 promoter	NR2E3 ag-2
CC(C)C[C@@H](CNCC(=O)[C@H](CC(C)C)NC(=O)c1[nH]cnc1C(=O)N[C@@H](C)CN)NC(=O)c1nc[nH]c1C(=O)N[C@@H](CC(C)C)C(=O)O	3	-12	4	7	-4	-6	0	/	-13	0	-5
Cc1cc(C(=O)CSc2nc3ccc(Cl)cc3[nH]2)c(C)n1C	3	-12	5	-13	13	-13	0	0	6	-7	-12
CCCC(=O)NC1C2CC3CC(C2)CC1C3 (stereo not drawn)	-25	10	-18	-18	4	7	-6	2	-7	-64	-1
COC(=O)c1ccccc1NC(=O)/C=C/C(=O)O	20	-8	13	6	-1	-6	-7	0	-9	19	-21
Cc1ccc(C(=O)COC(=O)CN2C(=O)C3CC=CCC3C2=O)cc1C (stereo not drawn)	1	-30	11	-4	-2	/	-16	/	-5	11	-23
CCc1ccc(-c2cc(C)no2)cc1S(=O)(=O)Nc1ccc(C)cn1	5	-12	14	-2	-16	7	7	-1	-10	34	6
CC(C)Cc1nc(SCC(=O)Nc2ccc(S(N)(=O)=O)cc2)n[nH]1	22	4	-14	0	-1	0	-10	4	3	12	-12
Cc1ccc(C2=NN3C(C(=O)c4ccccc4)Oc4ccccc4C3C2)cc1 (stereo not drawn)	-130	-104	9	-37	4	-32	12	-1	0	-87	-128
NC(=S)Nc1cccc2cccnc12	1	-10	-4	2	0	10	-4	2	19	-11	-20
COc1ccc(/C=N/NC(=O)c2cc(C)n(-c3ccccc3)c2C)cc1OC	-47	4	1	62*	14	-29	12	0	10	-65	-1
CCN1CCN(c2nc3c(C)cccn3c(=O)c2/C=C(\C#N)C(=O)NCCOC)CC1	15	-6	7	-2	-7	-6	-32	-1	-56	-20	-1
Cc1ccc(NC(=O)CSc2nc3nc(C)cc(C)c3c(=O)[nH]2)cc1	1	-6	2	2	5	-5	-2	1	-19	2	-13
CS(=O)(=O)Nc1nc2n(n1)C(c1ccccc1)C=C(c1ccc(Br)cc1)N2 (stereo not drawn)	-2	-4	-3	6	-5	-4	-13	1	-1	-4	27
CN1CCN2c3ncccc3Cc3ccccc3[C@@H]2C1	-1	1	0	1	-11	-3	4	0	4	-4	-20
CCCCC1=CC2=CC(=O)C(C)(OC(=O)CC)C(=O)C2=CN1c1ccccc1 (stereo not drawn)	0	-8	-8	-10	-9	-3	-15	3	12	-8	2
O=C(c1csc2c1CCCCC2)N1CCN(c2ncccn2)CC1	-9	-21	7	-15	-20	-5	0	-1	1	6	-3
Cc1cc(NC(=O)CCN2CCCCC2)ccc1Br	-17	-20	-4	-16	-24	-3	-1	-1	-3	-26	2
CC(C)(C)OC(=O)NCCCC[C@H](NC(=O)c1nc[nH]c1C(=O)NC1CCN(C(=O)OC(C)(C)C)CC1)C(=O)OC(C)(C)C	30	28	-10	13	11	2	11	5	-7	29	-23
CCC(=O)NC(=S)Nc1ccc(NC(=O)COc2ccc(Cl)c(C)c2)cc1	-54	-10	14	-54	32	-11	-2	0	-8	-29	-3
O=c1c2oc3ccccc3c2ncn1Cc1ccc(F)cc1	-79	7	3	-45	-19	-13	-9	0	-18	-55	-8
CCOC(=O)CC[C@H](NC(=O)Cn1cnc2c(NCc3ccccc3)ncnc21)C(=O)OCC	11	-2	-2	-14	12	5	-3	/	-10	27	13
CC(C)Oc1cc(C(=O)NC2CCCCC2)c2ccccc2n1	9	12	-7	-3	-31	4	-11	3	-6	22	-14
CCCNC(=O)C(Cc1ccccc1)NS(=O)(=O)c1ccc2c(c1)c(=O)n(C)c(=O)n2C (stereo not drawn)	14	5	13	-11	-28	/	-6	1	1	12	-6
COc1ccc(S(=O)(=O)N2CCCC(c3cc(C(=O)NCc4cccnc4)no3)C2)cc1 (stereo not drawn)	9	4	2	8	-4	/	11	/	-36	0	14
